High-throughput results from PubChem BioAssay.
PMI inhibitors – inhibitors of human PMI, primary screen, biochemical, fluorescence intensity, coupled assay (AID 1209). purified PMI enzyme, coupled fluorescence intensity; higher % means a stronger effect. inhibition, % at 20 µM; hits with a dose series show IC50 in µM. 190,000 compounds, 0.42% hits;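 note: plate controls were DMSO vehicle for no effect and wells lacking substrate for full effect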
M17LAP inhibition – P. falciparum M17LAP inhibitors, primary screen, biochemical, fluorogenic H-Leu-NHMec substrate, 1536-well (AID 1619); recombinant M17LAP, H-Leu-NHMec fluorogenic kinetic assay; higher % means a stronger effect; one-dose inhibition, % at 30 µM; IC50 in µM for titrated hits; 220,000 compounds, 0.38% hits; Leucine aminopeptidase (Plasmodium falciparum (isolate 3D7));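 active = compound inhibiting the enzyme by more than half at any dose during confirmatory dose-response retesting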;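 note: plate controls were full reaction with DMSO carrier for no effect and no enzyme background for full effect; strong numbers were not always called active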
TNAP activators – human TNAP enzyme activators, primary screen, biochemical, luminescent, no phosphate acceptor, uHTS (AID 1001). 200,000 compounds, 0.03% hits. one-dose activation fold at 20 µM; EC50 in µM for titrated hits. Alkaline phosphatase, tissue-nonspecific isozyme (Homo sapiens). purified TNAP, luminescent activation assay, no phosphate acceptor; higher activation fold means a stronger effect; in the data active = activation fold from about 3, or a potency from the dose series; inactive = the rest, 99 in 100 with activation fold below about 1.6; note: many of its hits are not listed in these tables
XIAP antagonists – XIAP antagonists, biochemical, IAP family, fluorescence polarization (AID 1018); E3 ubiquitin-protein ligase XIAP (Homo sapiens); XIAP BIR domain, fluorescence polarization peptide displacement; higher % means a stronger effect; displacement, % at 20 µM; hits with a dose series show IC50 in µM; 200,000 compounds, 0.007% hits; in the data active = displacement above about 50%; note: a part of the inactive calls stands beside numbers as strong as those of hits
P. falciparum M1AAP – P. falciparum M1AAP inhibitors, biochemical, fluorogenic H-Leu-NHMec substrate, 1536-well (AID 1445); inhibition, % at 30 µM; hits with a dose series show IC50 in µM; 220,000 compounds, 0.42% hits; Aminopeptidase N (Plasmodium falciparum (isolate 3D7)); recombinant M1AAP, H-Leu-NHMec fluorogenic kinetic assay; higher % means a stronger effect;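 active = primary inhibition above the hit cutoff, then over 50% inhibition at one or more dose response concentrations, cut at about 23% in these data, passing the limit was not always enough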;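 note: plate controls were DMSO full reaction for no effect and no enzyme background for full effect; strong numbers were not always called active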
SIAH1 antagonists – Siah-1 peptide-binding antagonists, primary screen, biochemical, fluorescence polarization, rhodamine-plectin, uHTS (AID 1817); one-dose displacement, % at 20 µM; IC50 in µM for titrated hits; 290,000 compounds, 0.02% hits; Siah-1 / rhodamine-plectin peptide fluorescence polarization; higher % means a stronger effect; E3 ubiquitin-protein ligase SIAH1 (Homo sapiens);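 active = displacement of at least 50% at 20 µM, with a fluorescence ratio check between 0.3 and a set limit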;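 note: plate controls were Siah plus tracer with DMSO for no effect and tracer alone without Siah for full effect; strong numbers were not always called active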
PMI inhibition – human PMI inhibitors, high substrate, primary screen, biochemical, fluorescence intensity, high mannose 6-phosphate (AID 1220); Mannose-6-phosphate isomerase (Homo sapiens); 190,000 compounds, 0.66% hits; recombinant PMI enzyme, coupled fluorescence intensity; higher % means a stronger effect; inhibition, % at 20 µM; hits with a dose series show IC50 in µM
Lipid droplet – inhibitors of hepatocyte lipid droplet formation, primary screen, imaging, high-throughput imaging, BODIPY stain; AML12 mouse hepatocytes, oleate lipid droplets; inhibition, % at 6.5 µM; 240,000 compounds, 0.4% hits; AID 1656, 2009;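 active = lipid droplet intensity inhibited by at least 50%, with more than 500 cells counted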
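System: AML12 hepatocytes (mouse). Probe or stimulus: oleic acid at 100 µM to induce lipid droplet formation. Times: overnight treatment with compound plus oleate. Detection: Image-based BODIPY and DAPI two-channel analysis. Evaluation: percent inhibition of filter-corrected integrated lipid droplet intensity per well.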
UTI89 phage lysis – inhibition of K1F phage lysis, E. coli UTI89, bacterial capsule biogenesis inhibitors, alamar blue (AID 488966). E. coli UTI89 K1F phage lysis, alamar blue, 2 h; higher % means a stronger effect. one-dose inhibition, % at 100 µM; IC50 in µM for titrated hits. 340,000 compounds, 0.02% hits;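 active = phage lysis inhibition, versus mean bacterial control, above a set limit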;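 note: capsule biogenesis inhibitors block K1F phage lysis so surviving cells raise fluorescence; higher fluorescence means more inhibition of phage lysis; actives were called in the ten point dose series up to 300 µM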
Lipid droplet cells 6.5 µM – second read-out of Lipid droplet, no call of its own (marks repeat the call); cell count; measured here: cell count, cytotoxicity flag;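 cells counted across two imaged fields per well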
Numbers without * were called inactive; [ ] = dose if it differs, or a comment. Cut-off read from the data, not from the text of the source, unless noted: active = inhibition above about 50%; inactive = the rest.

Cc1cc(OCC(=O)Nc2nnc(C3CC3)s2)ccc1[N+](=O)[O-] was read as PMI inhibitors -4%, M17LAP inhibition 0%, TNAP activators 1, XIAP antagonists -5.6%, P. falciparum M1AAP -4%, SIAH1 antagonists 3%, PMI inhibition -2%, Lipid droplet -2, UTI89 phage lysis -0.5% and Lipid droplet cells 6.5 µM 720.
`COc1cccc(Nc2nnc(SCC(=O)Nc3sccc3C(N)=O)s2)c1` gave PMI inhibitors 4%, M17LAP inhibition 2%, TNAP activators 1, XIAP antagonists -2.6%, P. falciparum M1AAP 8%, SIAH1 antagonists 1%, PMI inhibition 14%, Lipid droplet -14, UTI89 phage lysis 0.8%[50 µM] and Lipid droplet cells 6.5 µM 694.
Screening Cc1cccc(-c2cc3nc(-c4ccccc4)cc(N4CCC5(CC4)OCCO5)n3n2)c1 returned PMI inhibitors 20%, M17LAP inhibition -22%, TNAP activators 1, XIAP antagonists -5.3%, P. falciparum M1AAP 16%, SIAH1 antagonists 1%, PMI inhibition 24%, Lipid droplet 1, UTI89 phage lysis 0.8% and Lipid droplet cells 6.5 µM 720.
O=C1N=C(N2CCCCC2)SC1=C1CCCC1 was read as PMI inhibitors 1%, M17LAP inhibition 2%, TNAP activators 1.1, XIAP antagonists 2.0%, P. falciparum M1AAP 5%, SIAH1 antagonists 2%, PMI inhibition 8% and UTI89 phage lysis -1.6%.
For O=C(CSc1nc2ccccc2o1)N1c2ccccc2Sc2ccccc21 the results were PMI inhibitors 9%, M17LAP inhibition 2%, TNAP activators 1.1, XIAP antagonists -3.9%, P. falciparum M1AAP 8%, SIAH1 antagonists 10%, PMI inhibition 2%, Lipid droplet -15, UTI89 phage lysis 0.1% and Lipid droplet cells 6.5 µM 646.
`CCCCCOc1ccc(N2C(=O)C3C4C=CC(C3C2=O)N(C)C4=O)cc1` (stereo not given) gave PMI inhibitors 9%, M17LAP inhibition -11%, TNAP activators 1.1, XIAP antagonists -2.8%, P. falciparum M1AAP 7%, SIAH1 antagonists 2%, PMI inhibition 9%, Lipid droplet -75, UTI89 phage lysis 2.3% and Lipid droplet cells 6.5 µM 728.
`CCOC(=O)c1c(-c2ccccc2)oc2ccc(OC)cc12` gave PMI inhibitors 7%, M17LAP inhibition -1%, TNAP activators 1, XIAP antagonists -3.7%, P. falciparum M1AAP 9%, SIAH1 antagonists 2%, PMI inhibition 4%, Lipid droplet -6, UTI89 phage lysis 0.1% and Lipid droplet cells 6.5 µM 742.
For O=C(Nc1ccc(S(=O)(=O)N2CCCC2)cc1)c1cccnc1 the results were PMI inhibitors -2%, M17LAP inhibition -2%, TNAP activators 1.1, XIAP antagonists -4.6%, P. falciparum M1AAP 0%, SIAH1 antagonists -1%, PMI inhibition -1%, Lipid droplet 12, UTI89 phage lysis 0.3% and Lipid droplet cells 6.5 µM 837.
For O=c1[nH]cc(NCCc2ccccc2)c(=O)[nH]1 the results were PMI inhibitors 13%, M17LAP inhibition 9%, TNAP activators 1.2, XIAP antagonists -2.4%, P. falciparum M1AAP 0%, SIAH1 antagonists -2%, PMI inhibition 28%, Lipid droplet 4, UTI89 phage lysis -1.4% and Lipid droplet cells 6.5 µM 700.
O=C(O)CC(Cc1ccc(Cl)cc1)C(=O)Nc1ccc([N+](=O)[O-])cc1 (stereo not given) was read as PMI inhibitors -10%, M17LAP inhibition 45%, TNAP activators 1, XIAP antagonists -4.2%, P. falciparum M1AAP 6%, SIAH1 antagonists -7%, PMI inhibition 0%, Lipid droplet -24, UTI89 phage lysis 0.6% and Lipid droplet cells 6.5 µM 716.
`C=CCNCC#CCOc1ccc(OC)cc1` gave PMI inhibitors 10%, M17LAP inhibition 17%, TNAP activators 1.2, XIAP antagonists -2.1%, P. falciparum M1AAP -2%, SIAH1 antagonists 10%, PMI inhibition 8%, Lipid droplet 5, UTI89 phage lysis 2.7% and Lipid droplet cells 6.5 µM 753.
`Cc1nc(N(C)Cc2ccccc2)c2nnn(Cc3ccccc3)c2n1` gave PMI inhibitors 20%, M17LAP inhibition -1%, TNAP activators 1, XIAP antagonists -2.7%, P. falciparum M1AAP 0%, SIAH1 antagonists -2%, PMI inhibition 13%, Lipid droplet -11, UTI89 phage lysis -0.5% and Lipid droplet cells 6.5 µM 757.
Cc1ccc(NC(=O)CCn2cccc2)cc1 was read as PMI inhibitors 0%, M17LAP inhibition 3%, TNAP activators 1.1, XIAP antagonists -4.0%, P. falciparum M1AAP 4%, SIAH1 antagonists -4%, PMI inhibition 2%, Lipid droplet 4, UTI89 phage lysis 1.6% and Lipid droplet cells 6.5 µM 661.
Screening Cc1cc(OC2CCCCC2)nc(NCc2ccccc2)n1 returned M17LAP inhibition -12%, P. falciparum M1AAP 10%, SIAH1 antagonists -1%, Lipid droplet -16 and Lipid droplet cells 6.5 µM 691.
CCCn1nc2cc(C(=O)NCCc3ccc(C)cc3)ccc2c1OCC was read as PMI inhibitors 8%, M17LAP inhibition -30%, TNAP activators 1.1, XIAP antagonists 0.1%, P. falciparum M1AAP 2%, SIAH1 antagonists 2%, PMI inhibition 8% and UTI89 phage lysis 0.9%.
`CC1SC(=NC(=O)c2ccco2)NC1=O` (stereo not given) gave PMI inhibitors 1%, M17LAP inhibition 0%, TNAP activators 1.1, XIAP antagonists -7.0%, P. falciparum M1AAP 0%, SIAH1 antagonists 2%, PMI inhibition 21% and UTI89 phage lysis 0.2%.
For CC1CN(C(=S)NC(=O)c2ccc([N+](=O)[O-])cc2)CC(C)O1 (stereo not given) the results were PMI inhibitors 3%, M17LAP inhibition -1%, TNAP activators 0.9, XIAP antagonists -5.0%, P. falciparum M1AAP 8%, SIAH1 antagonists 2%, PMI inhibition 6% and UTI89 phage lysis 0.4%.
Screening CSc1nsc(SCC(=O)Nc2c(C)n(C)n(-c3ccccc3)c2=O)n1 returned PMI inhibitors -8%, M17LAP inhibition 16%, TNAP activators 0.7, XIAP antagonists -7.4%, P. falciparum M1AAP -2%, SIAH1 antagonists 0%, PMI inhibition -2% and UTI89 phage lysis 3.5%.
Screening Cc1cc(C(=O)COC(=O)c2ccc(Br)o2)c(C)n1C returned PMI inhibitors 3%, M17LAP inhibition 13%, TNAP activators 1.1, XIAP antagonists -3.1%, P. falciparum M1AAP 6%, SIAH1 antagonists 1%, PMI inhibition 13%, Lipid droplet 17, UTI89 phage lysis 0.1% and Lipid droplet cells 6.5 µM 721.
Cc1ccccc1CCNC(=O)C1CCN(S(=O)(=O)c2ccc(-n3cnnn3)cc2)CC1 was read as PMI inhibitors 16%, M17LAP inhibition -10%, TNAP activators 1, XIAP antagonists -9.1%, P. falciparum M1AAP 12%, SIAH1 antagonists 2%, PMI inhibition 10%, Lipid droplet 1, UTI89 phage lysis 0.7% and Lipid droplet cells 6.5 µM 753.

Three entries already listed, sorted by molar mass, smallest number first.
For CC1CN(C(=S)NC(=O)c2ccc([N+](=O)[O-])cc2)CC(C)O1 (stereo not given) the results were PMI inhibitors 3%, M17LAP inhibition -1%, TNAP activators 0.9, XIAP antagonists -5.0%, P. falciparum M1AAP 8%, SIAH1 antagonists 2%, PMI inhibition 6% and UTI89 phage lysis 0.4%.
`Cc1nc(N(C)Cc2ccccc2)c2nnn(Cc3ccccc3)c2n1` gave PMI inhibitors 20%, M17LAP inhibition -1%, TNAP activators 1, XIAP antagonists -2.7%, P. falciparum M1AAP 0%, SIAH1 antagonists -2%, PMI inhibition 13%, Lipid droplet -11, UTI89 phage lysis -0.5% and Lipid droplet cells 6.5 µM 757.
Cc1ccccc1CCNC(=O)C1CCN(S(=O)(=O)c2ccc(-n3cnnn3)cc2)CC1 was read as PMI inhibitors 16%, M17LAP inhibition -10%, TNAP activators 1, XIAP antagonists -9.1%, P. falciparum M1AAP 12%, SIAH1 antagonists 2%, PMI inhibition 10%, Lipid droplet 1, UTI89 phage lysis 0.7% and Lipid droplet cells 6.5 µM 753.

Remaining list, next part:
`Cc1ccc(Cl)cc1NC(=S)N(CCCN1CCOCC1)Cc1ccccn1` gave PMI inhibitors -7%, M17LAP inhibition -12%, TNAP activators 1.1, XIAP antagonists -2.8%, P. falciparum M1AAP -2%, SIAH1 antagonists -3%, PMI inhibition -4%, Lipid droplet 1, UTI89 phage lysis 0.1% and Lipid droplet cells 6.5 µM 584.
Cc1ccc(NC(=O)CSc2nnc(CNC(=O)c3c(F)cccc3Cl)o2)cc1 was read as PMI inhibitors 17%, M17LAP inhibition 14%, TNAP activators 1.2, XIAP antagonists 0.1%, P. falciparum M1AAP -1%, SIAH1 antagonists 1%, PMI inhibition 10%, Lipid droplet -21, UTI89 phage lysis 1.3% and Lipid droplet cells 6.5 µM 742.
Cc1ccc(NC(=O)COC(=O)CCc2ccc(S(=O)(=O)N3CCOCC3)cc2)cc1F was read as PMI inhibitors -6%, M17LAP inhibition 0%, TNAP activators 1.1, XIAP antagonists -3.3%, P. falciparum M1AAP 3%, SIAH1 antagonists 3%, PMI inhibition -6%, Lipid droplet 9, UTI89 phage lysis -1.4% and Lipid droplet cells 6.5 µM 673.
For CCOC(=O)C(Cc1c(F)cccc1F)(NC(C)=O)C(=O)OCC the results were PMI inhibitors -6%, M17LAP inhibition -2%, TNAP activators 1, XIAP antagonists -8.7%, P. falciparum M1AAP 1%, SIAH1 antagonists -2%, PMI inhibition 4% and UTI89 phage lysis 0.3%.
Screening O=C(c1ccccc1)c1ccc(Oc2ncccn2)cc1 returned PMI inhibitors 9%, M17LAP inhibition 6%, TNAP activators 1.1, XIAP antagonists -3.0%, P. falciparum M1AAP 0%, SIAH1 antagonists -2%, PMI inhibition 6% and UTI89 phage lysis 0.2%.
COc1ccc(NC(=O)CN2CCN(C(=S)NC3CCCC3)CC2)cc1 was read as M17LAP inhibition 2%, P. falciparum M1AAP 9%, SIAH1 antagonists 3%, Lipid droplet 11, UTI89 phage lysis -0.2% and Lipid droplet cells 6.5 µM 712.
`CCOC(=O)c1c(NC(=O)c2cccnc2)sc(C)c1C` gave PMI inhibitors 13%, M17LAP inhibition 1%, TNAP activators 1.1, XIAP antagonists -6.3%, P. falciparum M1AAP 2%, SIAH1 antagonists -2%, PMI inhibition 10% and UTI89 phage lysis 0.3%.
`Cc1ccc(NC(=S)N2CCCC(c3nc4ccc(C)cc4[nH]3)C2)c(C)c1` (stereo not given) gave PMI inhibitors 12%, M17LAP inhibition -5%, TNAP activators 1, XIAP antagonists -7.2%, P. falciparum M1AAP -2%, SIAH1 antagonists -4%, PMI inhibition 6% and UTI89 phage lysis 11%.
